Sm TGR inh: S. mansoni TGR enzyme inhibition | AID 485364 | 360,000 tested, 3% active | Potency, µM (series often up to 114 µM), without a hit: at the highest dose activity change, negative = inhibition, hits mostly inhibitors | purified TGR, DTNB reduction, TNB absorbance 405 nm; further: potency means the concentration at half of the fitted maximal effect; nearly all actives have a fitted effect of over 60% in size
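Kinetic colorimetric format: TGR-catalysed, NADPH-driven DTNB reduction monitored via TNB absorbance. Enzyme dispensed at 20 nM; compound exposure 15 min at room temperature before reaction start.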
FBPA Giardia inh: inhibitors of Giardia lamblia fructose-1,6-bisphosphate aldolase; A8B2U2; purified Giardia FBPA; Potency, µM (doses to about 59.6 µM), without a hit: top-dose activity, negative = inhibition, most hits filed as inhibitors; 290,000 tested, 0.71% active; further: potency means the concentration at half of the fitted maximal effect; nearly all actives have a fitted effect of over 55% in size
Target sequence (A8B2U2 whole entry, looked up): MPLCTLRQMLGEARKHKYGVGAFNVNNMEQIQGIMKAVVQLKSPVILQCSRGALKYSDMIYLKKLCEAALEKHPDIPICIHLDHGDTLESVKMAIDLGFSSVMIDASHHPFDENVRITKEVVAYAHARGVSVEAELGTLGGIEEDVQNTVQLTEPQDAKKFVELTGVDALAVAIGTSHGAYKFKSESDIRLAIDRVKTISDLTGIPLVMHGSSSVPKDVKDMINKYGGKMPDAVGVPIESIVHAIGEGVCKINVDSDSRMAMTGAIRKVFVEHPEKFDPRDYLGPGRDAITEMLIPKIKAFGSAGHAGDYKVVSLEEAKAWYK
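Giardia FBPA (40 nM reagent) was preincubated 10 min at RT with compound (up to 57.5 uM final), then substrate plus GAPDH/TPI/NAD/arsenate coupling system with diaphorase/resazurin was added; resorufin fluorescence (525/598 nm) was read after 20 min.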
HCMV antiviral: blocks human cytomegalovirus replication. HFF cells, HCMV-luciferase reporter, 72 h; hits give low values. activity change, negative = inhibition, % at 57.5 µM. 410,000 tested, 4.5% active. AID 1259415; in the data active means activity change below about -60%; inconclusive means no clear call, values can overlap the other calls; inactive means above about -39%
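Steps: HFFs plated, 16 h 37C; compounds added; HCMV-luciferase added to MOI 1 PFU/cell; 72 h 37C; OneGlo reagent, 5 min room temperature; luminescence read, normalized to controls.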
AmpC detergent: blocks E. coli AmpC beta-lactamase in detergent assay | P00811 | AmpC hydrolysis of nitrocefin, absorbance 480 nm, 0.01% Triton | Potency, µM (highest dose often 114 µM), without a hit: at the top dose activity change, negative = inhibition, usual class: inhibitors | 370,000 tested, 0.041% active;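 further: potency means the concentration at half of the fitted maximal effect; 0% = no-compound wells and -100% = no-enzyme wells; nearly all actives have a fitted effect of over 25% in size; some results filed as inactive show a strong effect at the top dose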
Target sequence (P00811 whole entry, looked up): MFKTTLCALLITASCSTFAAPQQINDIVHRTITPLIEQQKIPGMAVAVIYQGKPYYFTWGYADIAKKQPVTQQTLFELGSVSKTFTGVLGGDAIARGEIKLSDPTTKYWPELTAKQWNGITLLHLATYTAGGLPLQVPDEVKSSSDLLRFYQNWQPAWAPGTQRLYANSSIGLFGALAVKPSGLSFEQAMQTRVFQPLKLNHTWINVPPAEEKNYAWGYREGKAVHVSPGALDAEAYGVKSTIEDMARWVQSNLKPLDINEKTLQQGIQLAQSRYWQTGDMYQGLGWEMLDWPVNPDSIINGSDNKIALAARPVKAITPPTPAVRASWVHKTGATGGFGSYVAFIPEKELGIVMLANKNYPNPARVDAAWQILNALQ
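AmpC (5.3 nM in the dispensed reagent) in 20 mM phosphate pH 7.0 with 0.01% (detergent screen) or 0.0001% Triton X-100 was preincubated with compounds for 15 min at room temperature. Nitrocefin was then added from an 800 uM solution, and hydrolysis was followed at 480 nm.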
AmpC inh no detg: AmpC beta-lactamase inhibition without detergent; AmpC nitrocefin hydrolysis, absorbance 480 nm, 0.0001% Triton; Potency, µM (highest dose often 57.1 µM), inactives show at the top dose activity change, negative = inhibition, actives largely listed as inhibitors; 330,000 tested, 0.52% active; AID 485341;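 further: potency means the concentration at half of the fitted maximal effect; plate controls were no compound for no effect and no enzyme for full effect; nearly all actives have a fitted effect of over 20% in size; some results filed as inactive show a strong effect at the top dose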
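AmpC (5.3 nM in the dispensed reagent) in 20 mM phosphate pH 7.0 with 0.01% (detergent screen) or 0.0001% Triton X-100 was preincubated with compounds for 15 min at room temperature. Nitrocefin was then added from an 800 uM solution, and hydrolysis was followed at 480 nm.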
AMA1-RON2 inh: AMA1-RON2 (P. falciparum) interaction inhibition; AlphaScreen AMA1-biotinylated RON2 peptide binding; Potency, µM (titrated, usually from 58.2 µM), inactives show at the top dose activity change, negative = inhibition, most hits filed as inhibitors; 360,000 tested, 0.2% active;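 further: potency means the concentration at half of the fitted maximal effect; 0% = vehicle wells and -100% = peptide control; nearly all actives have a fitted effect of over 45% in size; some results filed as inactive show a strong effect at the top dose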
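AMA1 (3D7) with his tag at 25 nM final met compounds first, then biotinylated RON2 peptide at 25 nM; detection used donor plus acceptor beads, 10 µg/mL apiece, read by AlphaScreen after 30 min at room temperature.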
Numbers without * were called inactive; ? = inconclusive; · = no result given; & = joins results of further samples; [ ] = remark or other dose. Unless noted, the call rests on the fitted dose curve; in most records, active means well fitted curve in the direction sought with a large enough effect; inconclusive means small, poorly fitted or top-dose-only effect, or another doubt; inactive means no such curve, though single readings can be large; an effect the other way counts as inactive or inconclusive. Unless noted, on the % scale 0 is the no-effect control and ±100 the full control effect.

SMILES | Sm TGR inh | FBPA Giardia inh | HCMV antiviral | AmpC detergent | AmpC inh no detg | AMA1-RON2 inh
COc1cc(NC(=O)Cn2c([N+](=O)[O-])cnc2C)c(OC)cc1Cl | 8% | 3% | 57 | ? | -14% | 0%
COc1ccc(C(=O)N/N=C/C23CC[C@@H](O)CC2(O)CC[C@@H]2[C@@H]3CCC3(C)C(C4=CC(=O)OC4)CCC23O)cc1 (stereo partly specified) | -28% | -7% | -82* | -1% | 48% | 6%
C=CCOc1ccc(/C=C/C(=O)OCC(=O)NCC2CCCCC2)cc1 | -5% | · | -3 | -9% | -7% | -5%
COc1ccc(CNC(=O)C2CCN(S(C)(=O)=O)CC2)cc1 | -6% | -3% | 2 | -5% | -13% | 18%
O=C1CC(N2CCN(c3ccccc3)CC2)C(=O)N1c1cccc(Cl)c1 (stereo unspecified) | ? | -5% | 44 | -13% | 41% | -5%
COc1ccc(CNC(=O)CN(Cc2ccc(OC)cc2)C(=O)c2csnn2)cc1 | 6% | 8% | 11 | 0% | -10% | -4%
Cc1cc(Cl)ccc1OCCCC(=O)N1CCN(C)CC1 | -15% | · | -8 | -11% | 43% | -1%
Cc1ccccc1CN1CCNCC1 | -11% | -16% | 17 | 2% | -20% | 1%
COc1ccc(OC)c(CCNC(=O)c2ccccc2NC(=O)C2=C(C)OCCS2)c1 | 16% | · | ? | 1% | -14% | 3%
CN(C)S(=O)(=O)c1cc(NC(=O)[C@H](Cc2ccccc2)N2C(=O)c3ccccc3C2=O)ccc1Cl | -1% | -7% | -13 | -9% | -30% | 7%
Cc1ccc(C)c(N(CC(=O)NCCc2ccccc2)C(=O)CCC(=O)Nc2ccccn2)c1 | -10% | 1% | -9 | 1% | 67%[activator] | -7%
CC(=O)N1CCCc2cc(S(=O)(=O)N3CCC(C(=O)NCc4ccc(F)cc4)CC3)ccc21 | 1% | · | 7 | -8% | · | ·
O=C1COc2ccc(C(=O)COC(=O)c3ccc(Cl)cc3[N+](=O)[O-])cc2N1 | -15% | · | -7 | -19% | -38% | -2%
N#Cc1nc(N)nc(N(c2ccccc2)c2ccccc2)n1 | -27% | 11% | -15 | -1% | -18% | -13%
NS(=O)(=O)c1ccc(CCNC(=O)c2cncc(Br)c2)cc1 | -21% | 7% | -12 | -7% | -14% | -2%
NC(=O)NC(=O)COC(=O)CCCSc1nc2ccccc2s1 | -3% | -1% | 0 | 1% | -17% | 0%
COC(=O)[C@H](C)NC(=O)NCc1ccccc1F | 13% | 6% | 16 | 2% | -17% | 5%
CN=C(NC#N)SCC(=O)c1ccc(Cl)cc1Cl | -5% | 6% | ? | -15% | -19% | -9%
CNC(=O)Nc1ccc2nc(C)sc2c1 | 2% | 3% | -29 | 1% | -14% | 5%
Cc1ccc(NC(=O)C(=O)NNC(=O)c2ccccc2C)cc1Cl | 10% | 2% | -4 | -7% | 195%[activator] | 109%[activator]
Cc1cc(-n2c(C)cc(C(=O)CN3C(=O)NC4(CCCC4)C3=O)c2C)no1 | -6% | 13% | 61 | -4% | 18% | 0%
Cc1ccc(NC(=S)N(CCC(C)C)C(C)c2ccncc2)c(Cl)c1 (stereo unspecified) | 0% | 1% | ? | 2% | 108%[activator] | -15%
COCCCN(C(=O)c1cc(C)oc1C)c1c(N)n(CC(C)C)c(=O)[nH]c1=O | -7% | · | 65 | 0% | -14% | -3%
CC(=O)Nc1ccc(S(=O)(=O)N2CCN(C)CC2)cc1 | -8% | 9% | -11 | -14% | -25% | 15%
Cc1[nH]n(-c2ccccc2)c(=O)c1C(c1ccc([N+](=O)[O-])cc1)c1c(C)[nH]n(-c2ccccc2)c1=O | ? | -1% | · | 7% | 6% | -5%
CCC(=O)N1CCc2cc(Br)cc(S(=O)(=O)NCCc3cccc(C)c3)c21 | 0% | · | ? | -10% | · | ·
O=C(CCN1C(=O)/C(=C/c2ccccc2Cl)SC1=S)NCCCN1CCOCC1 | -30% | · | -2 | 6% | 168%[activator] | 19%
CS(=O)(=O)Nc1ccc(C(=O)Nc2ccc3ccccc3c2)cc1 | 5% | 0% | 56 | -1% | -8% | -10%
O=C(Nc1ccc(Br)cc1C(=O)O)c1ccc2c(c1)C(=O)N(Cc1ccccc1)C2=O | -22% | · | 11 | -1% | -36% | -5%
COc1cc(OC)c(C(=O)NCc2nc(-c3ccccc3)no2)cc1OC | -3% | · | ? | -3% | · | ·
Cc1cc(NC(=O)CN2CCC(n3nnc4cc(C(F)(F)F)ccc43)CC2)no1 | -31% | -1% | -10 | -8% | 2% | 1%
O=C(Nc1ccccn1)C(=O)N1CCCCC1 | 5% | 10% | 31 | -13% | -16% | 27%
CCN(CC(=O)NCc1cccs1)c1ccc(S(=O)(=O)N2CCN(C)CC2)cn1 | 9% | 3% | -35 | -3% | 15% | -4%
Cc1ccc(Nc2ccc(C(=O)O)cc2[N+](=O)[O-])cc1 | -6% | 6% | 89 | -4% | -10% | -7%
CCN1CCN(Cc2nc3c(c(=O)n(C)c(=O)n3C)n2CCc2ccccc2)CC1 | -25% | 2% | 8 | 0% | -15% | 0%
c1cc(-c2ccncc2)ccn1 | 4% | 4% | -7 | -2% | -16% | -8%
OCC1(CCc2ccccc2)CCCN(C/C=C/c2ccccc2)C1 (stereo unspecified) | -4% | 7% | 1 | 1% | 55% | -2%
COc1ccc(C2=NN(C(C#N)c3ccc(OC)cc3)C(c3ccccc3)C2)cc1 (stereo unspecified) | -1% | -27% | 76 | -14% | -29% | 40%[activator]
O=S(=O)(c1ccccc1)N1CCC(c2ccccc2)CC1 | 7% | · | -4 | -4% | -7% | 5%
NC(=O)C1CCN(c2nc(-c3ccc4c(c3)OCCO4)cs2)CC1 | -3% | · | -10 | -9% | 81%&-7%[activator] | ·
Cc1csc(SC(C)C(=O)Nc2ccc3c(c2)OCCO3)n1 (stereo unspecified) | 4% | 0% | 23 | 8% | -27% | -2%
O=C(Nc1ccc(S(=O)(=O)NCc2ccccc2)cc1)Nc1ccc2c(c1)OCO2 | -5% | -6% | -5 | -11% | -43% | -9%
Fc1ccc(NC(=S)Nc2cccc3ccccc23)cc1 | -2% | ? | 6 | ? | -25% | 46%[activator]
COc1ccc2c3c([nH]c2c1)[C@H]1C[C@H]2[C@H](C[C@@H](O)[C@H](OC)[C@H]2C(=O)O)CN1CC3 | -8% | · | -10 | -17% | -12% | -18%
Cc1nnc(N/N=C/c2cc([N+](=O)[O-])c(N3CCC(C)CC3)cc2N2CCC(C)CC2)n1N | ? | 10µM* | ? | -5% | 138%[activator] | 12%
CCCN(CCC)CCNC(=O)C1CCCN(S(=O)(=O)c2cccc3nsnc23)C1 (stereo unspecified) | 13% | · | -5 | 1% | · | ·
CC(=O)N1CCN(C(=O)c2cccc(S(=O)(=O)NCc3ccccc3)c2)CC1 | 0% | · | -8 | ? | -5% | 0%
COc1cccc(NC(=O)c2ccc3c(O)c(S(=O)(=O)c4ccccc4)c(=O)[nH]c3c2)c1 | -10% | ? | -63* | -2% | -38% | 3%
CS(=O)(=O)NN1C(=O)c2ccccc2NC1c1cccc2cccnc12 (stereo unspecified) | -17% | 1% | 189 | 0% | -19% | 1%
COc1ccccc1CN1C[C@@H]2C[C@@H](c3ccccc3C)N3CCC[C@@]23C1=O | -3% | 5% | -7 | 6% | 59% | -6%
Cn1c(CCNC(=O)C(C)(C)C)nc2ccccc21 | -33% | 0% | -26 | ? | -18% | -5%
Cc1ccc(S(=O)(=O)CC(=O)Nc2ccc(Cl)cn2)cc1 | -3% | -7% | 20 | 8% | -17% | -2%
COc1ccccc1CCN1CCCC(CN(C)CC(C)(C)CO)C1 (stereo unspecified) | -3% | -5% | 51 | -13% | -4% | -16%
CCC(NS(=O)(=O)c1ccc(C)cc1)C(=O)N1CCOCCOCCOCC1 (stereo unspecified) | 5% | -7% | 10 | 6% | -20% | 12%
Cc1ccc(-n2c(=O)c3c(C)c(C)sc3n(Cc3ccc(F)cc3Cl)c2=O)cc1C | 9% | · | 0 | 6% | · | ·
CC(=O)Nc1ccc(OCC(=O)N2CCc3ccccc3C2)cc1 | 6% | · | -10 | 0% | 141%[activator] | -17%
NC(=S)c1ncc(C(F)(F)F)cc1Cl | 37%[activator] | -6% | 6 | 9% | -19% | 42%[activator]
Cc1ccc2cc(CCNC(=O)c3ccc(S(=O)(=O)N4CCCCC4)cc3)c(=O)[nH]c2c1 | 0% | 1% | ? | 5% | -14% | -2%
O=S(=O)(NCC(c1cccnc1)N1CCN(Cc2ccccc2)CC1)c1ccccc1 (stereo unspecified) | -23% | 5% | 10 | -3% | -6% | 0%
O=C(Nc1cccc(Cl)c1N1CCCC1)c1cccc(-c2cc3ccccc3oc2=O)c1 | 8% | -8% | 48 | -7% | -20% | -5%

A stretch from the list above, for reference:
SMILES | Sm TGR inh | FBPA Giardia inh | HCMV antiviral | AmpC detergent | AmpC inh no detg | AMA1-RON2 inh
Cc1ccc(-n2c(=O)c3c(C)c(C)sc3n(Cc3ccc(F)cc3Cl)c2=O)cc1C | 9% | · | 0 | 6% | · | ·
CC(=O)Nc1ccc(OCC(=O)N2CCc3ccccc3C2)cc1 | 6% | · | -10 | 0% | 141%[activator] | -17%
NC(=S)c1ncc(C(F)(F)F)cc1Cl | 37%[activator] | -6% | 6 | 9% | -19% | 42%[activator]
Cc1ccc2cc(CCNC(=O)c3ccc(S(=O)(=O)N4CCCCC4)cc3)c(=O)[nH]c2c1 | 0% | 1% | ? | 5% | -14% | -2%
O=S(=O)(NCC(c1cccnc1)N1CCN(Cc2ccccc2)CC1)c1ccccc1 (stereo unspecified) | -23% | 5% | 10 | -3% | -6% | 0%
O=C(Nc1cccc(Cl)c1N1CCCC1)c1cccc(-c2cc3ccccc3oc2=O)c1 | 8% | -8% | 48 | -7% | -20% | -5%

Remaining list, next part.
SMILES | Sm TGR inh | FBPA Giardia inh | HCMV antiviral | AmpC detergent | AmpC inh no detg | AMA1-RON2 inh
COc1ccc(Cn2c(-c3ccc(OC)cc3)nc3ccccc32)cc1 | -4% | -9% | -5 | -10% | 9% | 3%
CC(=O)c1cccc(NC(=O)CNC(=O)c2cc3ccccc3o2)c1 | -4% | · | ? | -4% | -5% | 12%
Nc1ccccc1C(=O)NNC(=O)C(=O)/C=C(\O)c1ccccc1 | -32% | -3% | · | 2% | -49% | 118%[activator]
COc1ccc(-c2cnc3ccccc3n2)cc1NC(=O)CNC(=O)c1ccccc1 | 5% | 6% | -36 | 0% | -12% | -6%
Cc1onc(-c2c(Cl)cccc2Cl)c1C(O)c1ccc(F)cc1 (stereo unspecified) | 11% | 5% | ? | ? | -2% | 2%
Cc1c2n(c3ccccc13)CCC2=O | -6% | 11% | · | -5% | -1% | 37%[activator]
O=C(C1CCN(S(=O)(=O)c2cccnc2)CC1)N1CCN(c2cccc(Cl)c2)CC1 | -8% | -4% | -39 | -8% | 123%[activator] | -6%

Not a hit list, and some 7.8% of all compounds hit somewhere here.
